From PubChem BioAssay
CSM14.1 death rescue: protection against thapsigargin-triggered cell killing – 384-well, CSM14.1, ATP luminescence, primary screen (AID 1222); 190,000 tested, under 10 active; one-dose cellular ATP content (survival), % at 20 µM; EC50 in µM for titrated hits; CSM14.1 thapsigargin-induced death rescue, ATP luminescence; higher % means a stronger effect;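 active = EC50 below 50 µM in the dose-response confirmation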;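 note: death triggered by thapsigargin at about 15 µM added after 2 h compound pretreatment; cell ATP read after overnight thapsigargin exposure of roughly 18 to 22 hours; normalized against plate controls of thapsigargin alone and 5% DMSO vehicle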
LYP phosphatase: inhibitors of LYP phosphatase, biochemical, fluorescence intensity, uHTS (AID 1779) | recombinant LYP phosphatase, fluorescence intensity; higher % means a stronger effect | inhibition, % at 11.5 µM, or IC50 in µM where a hit was titrated | 290,000 tested, 0.054% active;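 note: plate controls were vehicle with enzyme for no effect and no enzyme for full effect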
P. falciparum M17LAP: P. falciparum M17LAP inhibitors, primary screen, biochemical, fluorogenic H-Leu-NHMec substrate, 1536-well (AID 1619); recombinant M17LAP, H-Leu-NHMec fluorogenic kinetic assay; higher % means a stronger effect; inhibition, % at 30 µM; hits with a dose series show IC50 in µM; 220,000 tested, 0.38% active;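 active = compound inhibiting the enzyme by more than half at any dose during confirmatory dose-response retesting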;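 note: plate controls were full reaction with DMSO carrier for no effect and no enzyme background for full effect; strong numbers were not always called active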
human PMI inhibitors: MPI inhibition at elevated mannose 6-phosphate – biochemical, fluorescence intensity, high mannose 6-phosphate, primary screen (AID 1220) | inhibition, % at 20 µM; hits with a dose series show IC50 in µM | 190,000 tested, 0.66% active | recombinant PMI enzyme, coupled fluorescence intensity; higher % means a stronger effect
TNAP activation fold: human TNAP enzyme activators, primary screen, biochemical, luminescent, no phosphate acceptor, uHTS (AID 1001) | one-dose activation fold at 20 µM; EC50 in µM for titrated hits | 200,000 tested, 0.03% active | purified TNAP, luminescent activation assay, no phosphate acceptor; higher activation fold means a stronger effect; in the data active = activation fold from about 3, or a potency from the dose series; inactive = the rest, 99 in 100 with activation fold below about 1.6; note: many of its hits are not listed in these tables
PMI inhibitors: MPI enzyme activity inhibition – biochemical, fluorescence intensity, coupled assay, primary screen (AID 1209) | purified PMI enzyme, coupled fluorescence intensity; higher % means a stronger effect | inhibition, % at 20 µM, or IC50 in µM where a hit was titrated | 190,000 tested, 0.42% active;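 note: plate controls were DMSO vehicle for no effect and wells lacking substrate for full effect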
Myeloid diff 2: promotes myeloid progenitor differentiation; ER-HoxA9 myeloid progenitors, lysozyme-GFP differentiation, flow cytometry; calls only at 10 µM; 360,000 tested, 1% active; AID 624256;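 active = normalized GFP-positive differentiation at or above the plate's own cutoff, the solvent-only control mean plus 3 SD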;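 note: cells exposed to compound for four days before flow analysis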
M1AAP inhibition: malaria alanyl aminopeptidase activity blockers – biochemical, fluorogenic H-Leu-NHMec substrate, 1536-well (AID 1445) | recombinant M1AAP, H-Leu-NHMec fluorogenic kinetic assay; higher % means a stronger effect | 220,000 tested, 0.42% active | inhibition, % at 30 µM, or IC50 in µM where a hit was titrated;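 active = primary inhibition above the hit cutoff, then over 50% inhibition at one or more dose response concentrations, cut at about 23% in these data, passing the limit was not always enough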;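 note: plate controls were DMSO full reaction for no effect and no enzyme background for full effect; strong numbers were not always called active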
XIAP displacement: small molecules displacing peptide from XIAP – biochemical, IAP family, fluorescence polarization (AID 1018); XIAP BIR domain, fluorescence polarization peptide displacement; higher % means a stronger effect; displacement, % at 20 µM; hits with a dose series show IC50 in µM; 200,000 tested, 0.007% active; in the data active = displacement above about 50%; note: a part of the inactive calls stands beside numbers as strong as those of hits
Myeloid diff 2 GFP+ MAC1+ %: second read-out of Myeloid diff 2, no call of its own (marks repeat the call); GFP+ MAC1+ double positive, %; measured here: differentiation confirmed by MAC1 staining
Active calls of the source: *; i = inactive; . = not tested or not shown; & = joins results of further samples. Cut-off read from the data, not from the text of the source, unless noted: active = inhibition above about 50%; inactive = the rest. An unsorted share of the library. About 2.7% of those tested had a hit in this group.

SMILES	CSM14.1 death rescue	LYP phosphatase	P. falciparum M17LAP	human PMI inhibitors	TNAP activation fold	PMI inhibitors	Myeloid diff 2	Myeloid diff 2 GFP+ MAC1+ %	M1AAP inhibition	XIAP displacement
CCCN(Cc1nc(-c2ccc(Cl)cc2)no1)CC1CCCO1 (stereo not drawn)	-0.5%	-13%	.	0%	1.1	6%	i	0.3	.	-3.9%
CCc1nnc(NC(=O)CSc2nnc(COc3ccccc3C)o2)s1	1.6%	8%	10%	-9%	1	-22%	i	1.5	-2%	-4.5%
COc1ccc2c(CC(=O)Nc3nnc(C4CC4)s3)coc2c1	.	1%	0%	4%	1	17%	i	0.9	2%	-4.0%
Cc1ccc(N2CCN(/N=C/c3cccs3)CC2)cc1	-2.4%	-2%	10%	12%	1.1	14%	i	0.4	-3%	-1.7%
COc1ccccc1C(=O)NCC(=O)N/N=C/c1cc(Br)ccc1OC(=O)/C=C\c1ccco1	-4.2%	1%	15%	-9%	1	-5%	i	0.5	13%	-3.1%
Cc1cc(NC(=O)c2ccco2)ccc1-n1cnnn1	-0.8%	-3%	13%	12%	1	10%	i	0.7	10%	-6.1%
CN(c1ccccc1C(=O)NCc1ccco1)S(C)(=O)=O	-1.4%	-4%	12%	4%	1.1	9%	i	0.5	9%	-3.5%
CCc1ccccc1OCCCCCNCCO	-3.4%	-2%	4%	2%	1.1	6%	i	6.5	5%	-1.8%
CCOc1ccc(-n2c(C)c(C(C)=O)c3cc(OCC(N)=O)ccc32)cc1	0.9%	0%	8%	9%	0.9	6%	i	0.6	4%	1.8%
CC1CCC(NC(=O)COc2ccc(C(=O)c3ccccc3)cc2)CC1 (stereo not drawn)	-2.6%	-3%	1%	9%	0.8	6%	i	0.5	13%	-1.8%
CC(C)=CCC/C(C)=C/CN(CC(C)O)CC(C)O (stereo not drawn)	-1.3%	-10%	5%	-2%	1	6%	i	5.1	4%	-4.3%
CC(SCc1ccccc1)C(=O)NC1CCCC1 (stereo not drawn)	-1.7%	-13%	-6%	2%	1	4%	i	0.4	-4%	-0.9%
Cc1cc(C)c(S(=O)(=O)N2CCN(CCN3C(=O)c4cccc5cccc(c45)C3=O)CC2)cc1[N+](=O)[O-]	-1.0%	1%	15%	-7%	1	-6%	.	.	-2%	0.2%
Cc1ccc(NC(=S)N(CCN(C)C)Cc2cc3cc(C)cc(C)c3[nH]c2=O)cc1	0.0%	4%	-6%	-6%	1.1	2%	i	2.1	-4%	-4.6%
O=c1c2ccccc2c(-c2ccccc2)nn1-c1ccccc1	.	1%	-2%	.	.	.	i	0.1	1%	.
CCn1ccnc1CN(C)Cc1nc(-c2cccc(Cl)c2)no1	3.0%	-7%	5%	-2%	1	3%	i	0.0	-8%	-2.7%
O=C(CSc1nc2c(cnn2-c2ccc(F)cc2)c(=O)[nH]1)N1CCCCCC1	.	-6%	-4%	10%	1	13%	i	1.2	-7%	-3.9%
S=c1[nH]nc(-c2ccc(Cl)cc2Cl)n1Cc1ccccc1	-1.6%	2%	22%	11%	1.2	11%	i	0.1	2%	-0.8%
COc1cc(SC)ccc1C(=O)Nc1ccc(Br)cn1	.	2%	-2%	.	.	.	i	0.6	6%	.
NC[C@@H]1O[C@H](O[C@H]2[C@@H](O)[C@H](O[C@@H]3[C@@H](O)[C@H](N)C[C@H](N)[C@H]3O[C@H]3O[C@H](CO)[C@@H](O)[C@H](O)[C@H]3N)O[C@@H]2CO)[C@H](N)[C@@H](O)[C@@H]1O	-1.3%	-7%	4%	-5%	1.1	3%	.	.	-5%	-1.9%
COc1ccc(CNc2ccccc2)cc1Br	-2.7%	1%	-1%	18%	1.1	18%	i	4.1	5%	-19%
CCOc1cccc(C2c3c(oc4ccccc4c3=O)C(=O)N2c2ccccn2)c1 (stereo not drawn)	-0.7%	-3%	-7%	-7%	1	-2%	.	.	-5%	-3.4%
O=C(c1ccccc1F)N(Cc1ccc2c(c1)OCO2)Cc1cc2cc3c(cc2n2nnnc12)OCO3	0.5%	5%	4%	7%	1	6%	i	1.2	6%	-3.9%
C#CCOCCOCCOCCNc1nc(N2CCN(C(=O)[C@H]([C@@H](C)CC)n3cc([C@@H](N)CO)nn3)CC2)nc(N2CCN(C(=O)[C@H](Cc3ccc(O)cc3)n3cc([C@@H](N)C(C)CC)nn3)CC2)n1 (stereo partly drawn)	-0.3%	-12%	-2%	3%	1.1	-10%	i	4.2	2%	-6.6%

In the list so far, these contain a halogen.
SMILES	CSM14.1 death rescue	LYP phosphatase	P. falciparum M17LAP	human PMI inhibitors	TNAP activation fold	PMI inhibitors	Myeloid diff 2	Myeloid diff 2 GFP+ MAC1+ %	M1AAP inhibition	XIAP displacement
CCCN(Cc1nc(-c2ccc(Cl)cc2)no1)CC1CCCO1 (stereo not drawn)	-0.5%	-13%	.	0%	1.1	6%	i	0.3	.	-3.9%
COc1ccccc1C(=O)NCC(=O)N/N=C/c1cc(Br)ccc1OC(=O)/C=C\c1ccco1	-4.2%	1%	15%	-9%	1	-5%	i	0.5	13%	-3.1%
CCn1ccnc1CN(C)Cc1nc(-c2cccc(Cl)c2)no1	3.0%	-7%	5%	-2%	1	3%	i	0.0	-8%	-2.7%
O=C(CSc1nc2c(cnn2-c2ccc(F)cc2)c(=O)[nH]1)N1CCCCCC1	.	-6%	-4%	10%	1	13%	i	1.2	-7%	-3.9%
S=c1[nH]nc(-c2ccc(Cl)cc2Cl)n1Cc1ccccc1	-1.6%	2%	22%	11%	1.2	11%	i	0.1	2%	-0.8%
COc1cc(SC)ccc1C(=O)Nc1ccc(Br)cn1	.	2%	-2%	.	.	.	i	0.6	6%	.
COc1ccc(CNc2ccccc2)cc1Br	-2.7%	1%	-1%	18%	1.1	18%	i	4.1	5%	-19%
O=C(c1ccccc1F)N(Cc1ccc2c(c1)OCO2)Cc1cc2cc3c(cc2n2nnnc12)OCO3	0.5%	5%	4%	7%	1	6%	i	1.2	6%	-3.9%

Following part
SMILES	CSM14.1 death rescue	LYP phosphatase	P. falciparum M17LAP	human PMI inhibitors	TNAP activation fold	PMI inhibitors	Myeloid diff 2	Myeloid diff 2 GFP+ MAC1+ %	M1AAP inhibition	XIAP displacement
Cc1ccc(C(=O)CSc2nnc(CNc3ccc(C)cc3C)o2)cc1	.	5%	2%	-1%	1.1	8%	i	1.0	-3%	-6.4%
CN(CCC#N)C(=S)Nc1ccc(F)cc1	.	-12%	9%	.	.	.	i	0.6	-1%	.
N#Cc1cc2c(nc1SCC(=O)N1CCCCC1)CCCC2	-1.5%	0%	-2%	-3%	1.1	-1%	i	0.9	-2%	-1.3%
CCNC(=S)N1CCC(NC(=O)C2CCCCC2)CC1	-0.3%	-14%	0%	-10%	0.9	-10%	i	1.0	10%	-4.2%
COc1ccc(C(=O)/C=C/c2ccccc2)c(OC)c1	0.5%	-1%	9%	2%	1.1	11%	i	2.9	2%	-2.7%
Cc1cccc(OCCCn2c(=O)sc3ccccc32)c1	-2.5%	-9%	0%	9%	1.1	12%	i	0.6	2%	2.5%
CCOC(=O)Cn1cc(C#N)c2ccccc21	0.6%	-6%	-4%	10%	1.1	6%	i	2.3	1%	-1.6%
CC(C)OC(=O)C1C(=O)CC(C)(O)C(C(=O)OC(C)C)C1c1cccc(O)c1 (stereo not drawn)	0.9%	-2%	3%	18%	1.1	18%	i	0.8	5%	-5.0%
CC1(C(=O)NC2CCCCC2)CCC(=O)N1Cc1cccs1 (stereo not drawn)	.	-6%	0%	5%	1.2	4%	i	5.2	2%	-3.7%
CCCCC(=O)NC(=S)Nc1cccc(Cl)c1N1CCCCC1	0.7%	4%	3%	15%	1.1	20%	i	0.2	6%	-11%
CCCCSc1nc(O)c(C2OC(=O)c3c2ccc(OC)c3OC)c(=O)n1C (stereo not drawn)	-1.6%	-2%	44%	5%	1.1	6%	i	0.6	4%	-4.9%
CC(C)(Oc1ccc(Cl)cc1)C(=O)NCc1ccco1	-0.4%	-7%	7%	-7%	1.3	4%	.	.	10%	-1.6%
CCCCC1=CC2=C(c3ccco3)C(=O)C(C)(OC(=O)c3ccc(OC)cc3)C(=O)C2=CN1CCCCO (stereo not drawn)	.	1%	7%	.	.	.	i	0.8	6%	.
C/C=C(/C)C(=O)Nc1cccc(C2=NOC3(C2)C[C@@H](C(N)=O)N(C(=O)C2(C)CC2)C3)c1 (stereo partly drawn)	.	-7%	9%	.	.	.	i	4.2	-6%	.
CCOC(=O)c1[nH]c2ccccc2c1NC(=O)c1ccc(S(=O)(=O)N2CCCCC2)cc1	-4.3%	-8%	0%	2%	1	-2%	i	2.2	3%	-2.9%
c1ccc(OCCOCCN2CCc3ccccc3C2)cc1	-1.6%	-16%	4%	-16%	0.9	-13%	i	0.6	-1%	-3.6%
Cc1cccc(OCC(=O)N2CCN(c3nnc(-c4ccccc4)c4ccccc34)CC2)c1	.	5%	1%	.	.	.	i	0.2	2%	.
Cc1ccc(N2C(=O)c3ccc(N)cc3C2=O)cc1C	-1.5%	-1%	1%	7%	1.1	4%	i	0.8	0%	-3.8%
NCCc1cnc[nH]1	-0.8%	-5%	6%&7%	-21%	1	-13%	i	2.2&3.2	11%&-4%	-6.1%
CCCOc1nc(SCCC)nc2c1cnn2-c1ccccc1	.	0%	0%	.	.	.	i	0.4	-2%	.
CC1=CCC2C(=O)N(C(C)c3ccccc3)C(=O)C2C1 (stereo not drawn)	-0.2%	-6%	-7%	-9%	1.1	-8%	i	5.4	17%	-3.3%
O=C(OCc1nc2scc(-c3ccccc3)c2c(=O)[nH]1)c1cccc([N+](=O)[O-])c1	-0.8%	8%	10%	18%	1	24%	i	0.6	1%	-15%
Cn1c(=O)c2c(nc(CN3CCc4ccccc4C3)n2Cc2ccccc2)n(C)c1=O	-0.1%	3%	-3%	12%	1.1	-2%	i	0.4	1%	-1.9%
